MT stabilize HCS: microtubule stabilization, imaging screen. AID 2205. HeLa tubulin immunostaining HCS, 24 h; share of cells brighter than vehicle mean+2SD. 200,000 tested, 0.83% active. % tubulin-high responders, % at 10 µM;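 active = plate Z-score above 3 for both tubulin-high and condensed-nucleus cell shares, with cell loss under 80%, at 10 µM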;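 note: anti alpha tubulin signal scored within the nucleus-defined area of each cell; some results filed as inactive read as strong as hits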
PMI inhibition: MPI inhibition at elevated mannose 6-phosphate – biochemical, fluorescence intensity, high mannose 6-phosphate, primary screen (AID 1220). inhibition, % at 20 µM; hits with a dose series show IC50 in µM. recombinant PMI enzyme, coupled fluorescence intensity; higher % means a stronger effect. 190,000 tested, 0.66% active
Autophagy HCS: alters autophagy in cells | calls only at 10 µM (by protocol) | 190,000 tested, 0.98% active | MEF GFP-LC3 puncta imaging; test concentration mostly 10 µM;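 active = percentage of spot-positive cells more than 3 SD above its plate mean, without a fluorescence outlier flag or 80% toxicity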;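 note: spot-positive cell cutoff set from DMSO-treated cells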
T cell HTS: T cell immune modulators affecting CD8 T cell-vesicle binding; 2C CD8+ T cell-vesicle binding, flow cytometry; hits give low values; calls only at 7 µM; 330,000 tested, 0.068% active;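 active = response, share of CD8 T cells binding vesicles, and their 90th percentile fluorescence all below set limits, cut at about 80% in these data, passing the limit was not always enough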
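Also added: QL9-peptide-loaded Drosophila micro-vesicles bearing Ld, ICAM-1 and B7-1; Test system: purified 2C TCR transgenic mouse naive CD8+ T cells; Measured by: cytometric PE anti-B7-1 and Alexa647 anti-CD8 signals after 1% paraformaldehyde fixation; Timing: binding step 1.5 h, 37 °C, antibody labelling 20 min, ice.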
Ins promoter up: MIN6 insulin promoter up-regulation; 190,000 tested, 0.3% active; z-score at 5 µM; MIN6 insulin promoter-GFP reporter, high-content imaging; hits give high values;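 active = z-score above 3 at 5 µM with at least 500 cells counted in the well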
b-catenin transl: beta-catenin nuclear translocation modulation. nuclear translocation activity, % at 5 µM. 190,000 tested, 0.3% active. HeLa beta-catenin nuclear translocation, immunofluorescence imaging;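 active = nuclear translocation activity above 50% at 5 µM, with a well cell count of 50 or more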;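 note: per-cell ratio of nuclear to cytoplasmic median beta-catenin stain intensity; plate controls were DMSO negative control for no effect and GSK-3 inhibitor IX positive control for full effect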
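Read-out: Nuclear/cytoplasmic beta-catenin signal ratio, % activation | Assay system: Human HeLa cell line | Times: 24 h compound exposure at 37°C, 5% CO2 | Signal: Fluorescence imaging of beta-catenin antibody stain plus DAPI | Dosing: 5 µM primary, 0.02–20 µM confirmation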
PMI inhibitors: inhibitors of human PMI, primary screen, biochemical, fluorescence intensity, coupled assay (AID 1209). purified PMI enzyme, coupled fluorescence intensity; higher % means a stronger effect. inhibition, % at 20 µM; hits with a dose series show IC50 in µM. 190,000 tested, 0.42% active;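 note: plate controls were DMSO vehicle for no effect and wells lacking substrate for full effect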
TNAP activation fold: stimulation of alkaline phosphatase TNAP activity – biochemical, luminescent, no phosphate acceptor, uHTS, primary screen (AID 1001); purified TNAP, luminescent activation assay, no phosphate acceptor; higher activation fold means a stronger effect; activation fold at 20 µM, or EC50 in µM where a hit was titrated; 200,000 tested, 0.03% active; in the data active = activation fold from about 3, or a potency from the dose series; inactive = the rest, 99 in 100 with activation fold below about 1.6; note: many of its hits are not listed in these tables
Lipid droplet: hepatic lipid droplet formation modulation; AML12 mouse hepatocytes, oleate lipid droplets, BODIPY imaging; inhibition, % at 6.5 µM; 240,000 tested, 0.4% active; AID 1656;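 active = lipid droplet intensity inhibited by at least 50%, with more than 500 cells counted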
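Test system: AML12 mouse liver cells; schedule: overnight exposure; technique: high-content imaging of BODIPY-stained droplets and DAPI nuclei; read-out: % inhibition of corrected integrated BODIPY droplet signal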
Ins promoter up cell count: second read-out of Ins promoter up, no call of its own (marks repeat the call); cell count; measured here: cytotoxicity, nuclei count;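 total cells summed across four imaged fields per well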
Lipid droplet cells 6.5 µM: also measured in Lipid droplet; calls as there; cell count; measured here: cell count, cytotoxicity flag;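 cells counted across two imaged fields per well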
b-catenin transl cell count 5 µM: further read-out of b-catenin transl, marked with its call; cell count; measured here: cell count, cytotoxicity flag
T cell HTS vesicle-bound %: recorded beside T cell HTS, whose call it bears; double positive events, %; measured here: CD8+ vesicle-bound cell fraction;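 binding gate set so that unloaded-vesicle control wells show 10% double positive cells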
MT stabilize HCS Hoechst-high %: second read-out of MT stabilize HCS, no call of its own (marks repeat the call); % Hoechst-high responders; measured here: nuclear condensation Hoechst responders;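 share of cells brighter than vehicle mean plus two SD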
MT stabilize HCS cytotoxicity %: second read-out of MT stabilize HCS, no call of its own (marks repeat the call); toxicity, %; measured here: cytotoxicity by cell density;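 0% = mean cell density of plate MIN control wells and 100% = no cells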
Autophagy HCS cell loss 18 h: second read-out of Autophagy HCS, no call of its own (marks repeat the call); toxicity, %; measured here: cell loss, nuclei count;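 cell loss after 18 h compound exposure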
Starred values were filed as active, the others as inactive; i = inactive; . = not tested or not shown. Cut-off read from the data, not from the text of the source, unless noted: active = inhibition above about 50%; inactive = the rest.

Start of the listing, in advance, three compounds:
SMILES | MT stabilize HCS | MT stabilize HCS Hoechst-high % | MT stabilize HCS cytotoxicity % | PMI inhibition | Autophagy HCS | Autophagy HCS cell loss 18 h | T cell HTS | T cell HTS vesicle-bound % | Ins promoter up | Ins promoter up cell count | b-catenin transl | b-catenin transl cell count 5 µM | PMI inhibitors | TNAP activation fold | Lipid droplet | Lipid droplet cells 6.5 µM
COc1cc(C2C(C#N)=C(N)Oc3cc(C)oc(=O)c32)cc2c1OCO2 (stereo not given) | 3.4 | 2.2 | 20.1 | 33.2% | i | 24.2 | i | 8.3 | 1.3 | 759 | -3.0 | 1194 | 37.6% | 1.1 | 3.5 | 714
Clc1cccc(-c2nn3c(Cn4cnc5ccccc54)nnc3s2)c1 | 3.9 | 2.6 | 4.2 | 1.7% | i | -2.8 | . | . | 0.31 | 1325 | . | . | 33.8% | 1 | -8.8 | 713
CC(/C=C/c1ccco1)=N/NC(=O)c1ccc(C)nc1 | . | . | . | . | . | . | i | 12.2 | 0.65 | 1046 | 0.3 | 1280 | . | . | 20.8 | 687

The whole of this part, repeating the preview:
SMILES | MT stabilize HCS | MT stabilize HCS Hoechst-high % | MT stabilize HCS cytotoxicity % | PMI inhibition | Autophagy HCS | Autophagy HCS cell loss 18 h | T cell HTS | T cell HTS vesicle-bound % | Ins promoter up | Ins promoter up cell count | b-catenin transl | b-catenin transl cell count 5 µM | PMI inhibitors | TNAP activation fold | Lipid droplet | Lipid droplet cells 6.5 µM
COc1cc(C2C(C#N)=C(N)Oc3cc(C)oc(=O)c32)cc2c1OCO2 (stereo not given) | 3.4 | 2.2 | 20.1 | 33.2% | i | 24.2 | i | 8.3 | 1.3 | 759 | -3.0 | 1194 | 37.6% | 1.1 | 3.5 | 714
Clc1cccc(-c2nn3c(Cn4cnc5ccccc54)nnc3s2)c1 | 3.9 | 2.6 | 4.2 | 1.7% | i | -2.8 | . | . | 0.31 | 1325 | . | . | 33.8% | 1 | -8.8 | 713
CC(/C=C/c1ccco1)=N/NC(=O)c1ccc(C)nc1 | . | . | . | . | . | . | i | 12.2 | 0.65 | 1046 | 0.3 | 1280 | . | . | 20.8 | 687
CCOc1c(CNc2nnnn2C)cccc1OC | 3.4 | 2.2 | 4.8 | -1.2% | i | 10.7 | i | 32.3 | -0.28 | 1548 | -2.8 | 1054 | 7.1% | 1.1 | 0.4 | 684
O=C(NC12CC3CC(CC(C3)C1)C2)c1cccnc1 | 1.1 | 1.9 | 9.3 | 11.1% | i | -3.1 | . | . | 0.39 | 1375 | -0.1 | 1204 | 8.3% | 1.1 | . | .
Cc1cccc(/C=N/NC(=O)CNc2cccc3ccccc23)n1 | 3.5 | 2.4 | 10.7 | 61.8%* | i | 9.1 | i | 7.0 | -0.05 | 1118 | 4.6 | 529 | 19.4% | 1.2 | 2.2 | 607
COCCNC(=O)C1c2cc(OC)c(OC)cc2C(=O)N(C)C1c1cccnc1 (stereo not given) | 3.4 | 2.2 | 0.0 | 9.8% | i | 6.1 | i | 13.4 | -0.16 | 1606 | 0.6 | 1350 | 4.6% | 1.1 | . | .
O=C(NNC1=NS(=O)(=O)c2ccccc21)c1ccccc1Cl | 1.2 | 1.6 | 1.4 | -10.9% | i | -11.1 | i | 37.8 | 0.25 | 1466 | 1.1 | 998 | -6.8% | 1 | -1.1 | 648
COCCCN1C(=O)C(=O)/C(=C(/O)c2ccc(OC(C)C)c(C)c2)C1c1ccncc1 (stereo not given) | 1.5 | 2.3 | 10.2 | -22.2% | i | -8.9 | i | 35.7 | . | . | . | . | -20.2% | 1.1 | . | .
Cc1nn(C)c(Cl)c1/C=N/OC(=O)c1ccccc1 | 2.9 | 1.6 | 8.6 | -8.7% | i | 25.0 | i | 26.1 | 0.14 | 1679 | -1.0 | 1047 | -10.3% | 1 | -3.1 | 681
COc1ccc(C2C(C#N)=C(N)OC3=C2C(=O)CC(C)(C)C3)cc1OC (stereo not given) | 1.0 | 2.0 | 2.5 | 10.6% | i | -12.7 | i | 46.0 | -1.13 | 1497 | -1.6 | 1017 | 10.5% | 1 | -10.5 | 735
COc1ccc(/C=C/C(=O)NC(=S)Nc2ccc(N3CCN(C(C)=O)CC3)cc2)cc1 | . | . | . | . | . | . | i | 26.3 | -0.52 | 886 | -0.8 | 1381 | . | . | -1.3 | 630
Cc1c(Br)c([N+](=O)[O-])nn1CC(=O)NCCc1c[nH]c2ccccc12 | 2.2 | 2.0 | 2.1 | 6.1% | i | -39.6 | i | 46.0 | -0.24 | 1358 | 3.9 | 1112 | -7.2% | 1.1 | -9.5 | 680
CCn1c(SC)nnc1-c1c[nH]c2ccccc12 | 3.7 | 3.3 | 9.5 | 12.1% | i | -0.8 | i | 15.1 | 0.94 | 904 | . | . | 16.3% | 1.1 | . | .
Cc1nc2cc(C(=O)OCC(=O)N(CC(C)C)C3CCS(=O)(=O)C3)ccc2n1-c1ccccc1 (stereo not given) | 3.9 | 2.0 | 11.6 | 2.4% | i | -43.0 | i | 20.4 | -0.54 | 1266 | -6.6 | 988 | 4.5% | 1.1 | . | .
CCOc1cc(C(=S)N2CCOCC2)ccc1OC(=O)/C=C/c1ccc(OC)c(OC)c1 | 2.1 | 1.1 | 4.3 | 0.0% | i | 4.0 | i | 15.7 | 0.13 | 1338 | -0.4 | 978 | 1.3% | 1 | -4.5 | 635
Cc1ccc(Nc2nnc(SCC(=O)NC3CCS(=O)(=O)C3)s2)c(C)c1 (stereo not given) | 2.9 | 1.8 | 15.8 | 2.8% | i | 3.7 | i | 32.1 | -0.4 | 1390 | -3.0 | 1094 | 1.1% | 1.1 | 2.5 | 701
Cc1cccc(C)c1NC(=O)c1cccc2c1-c1ccccc1C2=O | 1.4 | 3.4 | 8.9 | -3.5% | i | -2.4 | i | 40.0 | -0.54 | 1502 | -2.0 | 1101 | 3.8% | 1.2 | -9.8 | 584
COCCNC(=O)C(c1ccc(Cl)cc1)N(C(=O)CCC(=O)Nc1ccccn1)C1CCCC1 (stereo not given) | 2.9 | 1.6 | 6.9 | -4.9% | i | 1.9 | i | 31.4 | 0.08 | 1215 | -3.8 | 1064 | 1.8% | 1.1 | . | .
COC(=O)c1ccccc1NC(=O)/C=C/C(=O)O | 2.6 | 1.1 | 4.6 | -3.2% | i | 11.5 | i | 48.8 | 0.12 | 1304 | -1.1 | 1040 | -6.7% | 1 | 6.2 | 658
COC(=O)c1ccc(NC(c2ccc(Cl)cc2)P(=O)(OC)OC)cc1 (stereo not given) | 3.8 | 2.5 | 4.9 | 13.8% | i | -11.9 | i | 15.6 | 0.4 | 1454 | -1.8 | 1090 | 14.0% | 1.1 | -9.2 | 600
O=C(/C=C/c1cccs1)Nc1cccnc1 | 3.4 | 3.8 | 7.5 | 27.1% | i | -3.6 | i | 40.6 | 1.13 | 1211 | . | . | 11.7% | 1 | 5.4 | 664
Cc1cc(C(=O)CSc2nc3ccc(Cl)cc3[nH]2)c(C)n1C | 3.6 | 3.1 | 15.2 | 30.8% | i | -14.0 | i | 12.1 | 0.02 | 1168 | 2.1 | 906 | 15.7% | 1.1 | . | .
O=C(c1csc2c1CCCCC2)N1CCN(c2ncccn2)CC1 | 3.7 | 1.9 | 4.2 | 14.1% | i | 8.0 | i | 55.0 | 0.09 | 1102 | . | . | 16.6% | 1.1 | -3.3 | 664
O=c1c2oc3ccccc3c2ncn1Cc1ccc(F)cc1 | 6.5 | 2.8 | 4.4 | 1.8% | i | 35.8 | i | 39.9 | 0.15 | 1335 | -0.3 | 1098 | 2.0% | 1 | 3.7 | 703
CC(C)(C)OC(=O)NCCCC[C@H](NC(=O)c1nc[nH]c1C(=O)NC1CCN(C(=O)OC(C)(C)C)CC1)C(=O)OC(C)(C)C | . | . | . | . | . | . | i | 28.0 | 0.1 | 799 | -1.0 | 1336 | . | . | -8.9 | 732
CCC(=O)NC(=S)Nc1ccc(NC(=O)COc2ccc(Cl)c(C)c2)cc1 | 3.1 | 3.7 | 9.8 | 17.1% | i | -3.1 | i | 49.8 | 0.2 | 1354 | 0.9 | 931 | 62.3%* | 1.2 | 37.1 | 639
NC(=S)Nc1cccc2cccnc12 | 1.5 | 1.1 | 9.5 | 13.6% | i | 15.8 | i | 21.9 | -0.22 | 1583 | 0.5 | 1398 | 7.7% | 1.1 | . | .
CS(=O)(=O)Nc1nc2n(n1)C(c1ccccc1)C=C(c1ccc(Br)cc1)N2 (stereo not given) | 2.3 | 1.8 | 3.6 | -49.1% | i | 7.3 | i | 60.6 | 0.01 | 1872 | -0.8 | 1102 | -29.0% | 1.1 | 8.3 | 605
Cc1ccc(NC(=O)CSc2nc3nc(C)cc(C)c3c(=O)[nH]2)cc1 | 2.9 | 1.7 | 8.3 | 0.0% | i | -3.8 | i | 16.6 | 1.82 | 1055 | 5.5 | 1061 | 17.7% | 1 | -5.2 | 738
COc1ccc(/C=N/NC(=O)c2cc(C)n(-c3ccccc3)c2C)cc1OC | 3.0 | 2.7 | 4.5 | 9.5% | i | 1.0 | i | 31.1 | -0.41 | 1145 | -3.3 | 1132 | 5.7% | 2.2 | 2.5 | 647
CC(=O)c1ccc(NC(=O)c2noc(C(C)C)c2[N+](=O)[O-])cc1 | 2.6 | 2.2 | 7.8 | 10.9% | i | 8.2 | i | 58.1 | 0.74 | 1433 | -0.1 | 1166 | 0.5% | 1 | 11.9 | 694
CCn1c(CSc2nncn2-c2ccc(OC)cc2)nc2cc(S(=O)(=O)N(C)C)ccc21 | 2.1 | 1.5 | 5.3 | -12.5% | i | 21.2 | i | 16.7 | 0.79 | 1113 | -5.2 | 889 | -12.9% | 0.9 | . | .
c1ccc2c(c1)nc(N1CCOCC1)c1nncn12 | 1.9 | 1.4 | 5.3 | 2.4% | i | 1.9 | i | 53.2 | -0.16 | 914 | . | . | 7.3% | 1.2 | 11.9 | 769

Screens as filed in PubChem.
